Screens: PubChem BioAssay, several laboratories
CF NFkB block = inhibitors of cystic fibrosis induced NF-kB | KKLEB NF-kB-GFP reporter, PAF-induced, GFP fluorescence overnight | inhibition, % at 5 µM | 0.86% of 360,000 active | AID 588850;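 active = at least 50% inhibition at 5 µM, scaled per plate between neutral and stimulator controls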;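 also: PAF is a Pseudomonas aeruginosa culture filtrate used as stimulus; plate controls were PAF-stimulated DMSO wells for no effect and unstimulated DMSO wells for full effect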
Peg3 promoter = inhibitors of Peg3 promoter; HeLa PEG-Prom luciferase reporter, luminescence, overnight; inhibition, % at 20 µM; 1.7% of 360,000 active;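 active = inhibition of at least 50% at 20 µM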
NR2E3 ag-1 = activates human NR2E3 receptor; 0.35% of 360,000 active; Q9Y5X4; CHO-S Gal4-NCOR/VP16-NR2E3 two-hybrid, luciferase; inhibition of corepressor binding, % at 3.98 µM; AID 602229;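 active = inhibition above the mean of all tested compounds plus 3 SD, cut at about 70% in these data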;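 also: 0% = DMSO with NR2E3 transfected cells and 100% = cells lacking NR2E3 construct; higher means lower luciferase signal from less NR2E3 corepressor binding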
Target sequence (Q9Y5X4 whole entry, looked up, the tested form may be a part): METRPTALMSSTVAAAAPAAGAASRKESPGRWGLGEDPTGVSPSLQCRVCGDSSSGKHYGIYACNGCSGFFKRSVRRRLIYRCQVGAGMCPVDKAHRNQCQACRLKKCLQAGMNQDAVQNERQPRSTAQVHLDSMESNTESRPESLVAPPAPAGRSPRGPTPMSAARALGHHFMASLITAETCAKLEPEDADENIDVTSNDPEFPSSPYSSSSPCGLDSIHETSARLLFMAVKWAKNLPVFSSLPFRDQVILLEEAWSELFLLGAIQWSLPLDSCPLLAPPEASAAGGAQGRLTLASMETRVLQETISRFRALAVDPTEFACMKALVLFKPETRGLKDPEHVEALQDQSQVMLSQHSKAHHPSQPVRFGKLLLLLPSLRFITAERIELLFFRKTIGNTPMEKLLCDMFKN
C8 TRAIL sens = caspase-8 TRAIL sensitization; inhibition (viability loss, TRAIL sensitization), % at 10 µM; NB7+C8 cells + TRAIL, ATPlite viability luminescence; 1% of 360,000 active;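 active = compounds causing at least 50% loss of cell viability in the single-dose screen, relative to plate controls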
TRPM1 prom inh = reduces MITF-dependent TRPM1 promoter luciferase signal. AID 488899. SK-MEL-5 TRPM1 promoter luciferase, 24 h. 0.83% of 330,000 active. inhibition, % at 12.5 µM;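 active = mean inhibition across replicates of 60% or more, whatever share of single replicates reaches that level; inconclusive = some that reach 60%, reason not given; inactive = mean inhibition across replicates below 60%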; also: values of inactives mirror those of a sister screen read the other way
KKLEB cytotox = reduces viability of KKLEB cystic fibrosis airway cells | KKLEB CF airway cells viability, ATPlite luminescence, overnight; hits give low values; cells stimulated with P. aeruginosa culture filtrate | 0.36% of 360,000 active | activity change (cytotoxicity), % at 5 µM | AID 602141;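 active = corrected activity change at or below -50% at 5 µM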
EBV LMP1 NFkB = inhibitors of Epstein-Barr LMP1-induced NF-kappaB reporter | AID 504558 | inhibition, % at 12.5 µM | 0.69% of 350,000 active | LMP1-induced NF-kappaB luciferase reporter cells, luminescence; in the data active = inhibition above about 41%; inconclusive = no clear call, values can overlap the other calls;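 also: 0% = neutral control wells and 100% = reference inhibitor control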
NR2E3 ag-2 = NR2E3 (human) agonism | GST-NR2E3/biotin-RetCOR TR-FRET, 1536-well | inhibition of corepressor binding, % at 4.78 µM | 0.12% of 320,000 active | AID 2300;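 active = percent inhibition above the cutoff of mean plus 3 SD of all tested compounds, set per screening campaign, cut at about 20% in these data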;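 also: 0% = DMSO wells and 100% = biotin wells as full block of FRET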
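Test system: GST-NR2E3 and biotin-RetCOR proteins | Quantity: 1.35 nM GST-tagged NR2E3 final | Medium: Tris pH 7.5 | Also added: 7 nM biotin-RetCOR | Dosing: Compound at 4.8 µM, single dose | Timing: 5 h at 4 °C | Detection: Time-resolved FRET | Read-out basis: Percent inhibition | Benchmarks: Biotin wells as high control, 0.6% DMSO wells as low control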
Shn3 inh set2 = reduces Shn3 3'UTR luciferase signal in osteoblasts; Clone20 osteoblast Shn3 3'UTR firefly luciferase, 24 h; inhibition, % at 12.5 µM; 0.52% of 360,000 active;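 active = mean inhibition of at least 75% with every replicate also reaching 75%; inconclusive = mean inhibition at least 75% but some replicate below; inactive = mean inhibition below 75%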;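 also: 0% = median of neutral control wells and 100% = pilot-screen positive control compound; some compounds past the cut are filed as inactive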
HIF-2a inh = blocks HIF-2a reporter activity; AID 624352; 786-0 RCC cells HIF-2a reporter, luciferase luminescence, overnight; 0.72% of 360,000 active; inhibition, % at 18.8 µM;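 active = inhibition of the luminescence signal of 40% or more relative to plate controls, in a single-dose primary screen at 18.75 µM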
iPSC survival up = enhancers of human iPSC single-cell survival; hiPSC single-cell survival, ATPlite luminescence; 100% = ROCK inhibitor wells, 0% = DMSO; survival enhancement, % at 20 µM; 0.044% of 360,000 active; AID 602274; in the data active = survival enhancement above about 18%;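 also: cells exposed to compounds for 16 hours before the ATP read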
An asterisk follows results filed as active.

Screening CCN(CC)c1c2c(c(C#N)c3nc4ccccc4n13)CCC2 returned CF NFkB block -10, Peg3 promoter 28, NR2E3 ag-1 -6, C8 TRAIL sens -1, TRPM1 prom inh 18, KKLEB cytotox -12, EBV LMP1 NFkB 17, NR2E3 ag-2 3, Shn3 inh set2 -8, HIF-2a inh 14 and iPSC survival up -3.7.
For CC[C@@]12C(=O)N(c3ccc(C)cc3)C(=O)N1[C@H](c1cccc(C)c1)[C@@H]1C(=O)N(Cc3ccccc3)C(=O)[C@@H]12 the results were CF NFkB block -2, Peg3 promoter 4, NR2E3 ag-1 0, C8 TRAIL sens -8, TRPM1 prom inh -7, KKLEB cytotox -2, EBV LMP1 NFkB -4, NR2E3 ag-2 -3, Shn3 inh set2 -13, HIF-2a inh 3 and iPSC survival up 4.7.
COc1cc(NC(=S)Nc2ccccn2)c(OC)cc1Cl was read as CF NFkB block 11, Peg3 promoter -10, NR2E3 ag-1 -14, C8 TRAIL sens -7, TRPM1 prom inh 10, KKLEB cytotox -4, EBV LMP1 NFkB -5, NR2E3 ag-2 2, Shn3 inh set2 -15, HIF-2a inh -4 and iPSC survival up 0.7.
Cc1cc(C)cc(NC(=O)c2ccc3c(c2)CCN3S(C)(=O)=O)c1 was read as CF NFkB block 10, Peg3 promoter -38, NR2E3 ag-1 -41, C8 TRAIL sens 1, TRPM1 prom inh -21, KKLEB cytotox 1, EBV LMP1 NFkB 2, NR2E3 ag-2 0, Shn3 inh set2 -17, HIF-2a inh -60 and iPSC survival up -0.3.
Screening COc1cc(/C=N/NC(=O)c2cccnc2)cc(Br)c1O returned CF NFkB block 2, Peg3 promoter 7, NR2E3 ag-1 -4, C8 TRAIL sens -15, TRPM1 prom inh 3, KKLEB cytotox 0, EBV LMP1 NFkB -2, NR2E3 ag-2 -5, Shn3 inh set2 -10, HIF-2a inh 21 and iPSC survival up -0.7.
COc1ccc2nc(C)cc(Nc3ccccc3OC)c2c1 was read as CF NFkB block 2, Peg3 promoter -15, NR2E3 ag-1 -20, C8 TRAIL sens 15, KKLEB cytotox -4, EBV LMP1 NFkB 4, Shn3 inh set2 -1, HIF-2a inh 3 and iPSC survival up -1.4.
For O=C(CCc1ccccc1)NNC(=O)Nc1ccc(Cl)cc1 the results were CF NFkB block 5, Peg3 promoter 17, NR2E3 ag-1 -12, C8 TRAIL sens 5, TRPM1 prom inh 0, KKLEB cytotox -5, EBV LMP1 NFkB 6, NR2E3 ag-2 5, Shn3 inh set2 -11, HIF-2a inh 23 and iPSC survival up -0.6.
For Cn1c(CNC(=O)CNC(=O)Cc2ccc(F)cc2)cc(=O)n(C)c1=O the results were CF NFkB block -16, Peg3 promoter 5, NR2E3 ag-1 13, C8 TRAIL sens -5, TRPM1 prom inh 10, KKLEB cytotox 7, EBV LMP1 NFkB 5, NR2E3 ag-2 -2, Shn3 inh set2 -9, HIF-2a inh 6 and iPSC survival up -0.3.
For COc1ccc(C(=O)NC(C(=O)NCc2ccccc2OC)C(C)C)cc1 (configuration not stated) the results were CF NFkB block -6, Peg3 promoter 8, NR2E3 ag-1 1, C8 TRAIL sens 10, TRPM1 prom inh -3, KKLEB cytotox -3, EBV LMP1 NFkB 12, NR2E3 ag-2 2, Shn3 inh set2 1, HIF-2a inh 15 and iPSC survival up -0.4.
`CCOC(=O)Cc1csc(NC(=O)c2ccc(C)cc2)n1` gave CF NFkB block 1, Peg3 promoter -59, NR2E3 ag-1 -12, C8 TRAIL sens 9, TRPM1 prom inh -17, KKLEB cytotox 4, EBV LMP1 NFkB 10, NR2E3 ag-2 2, Shn3 inh set2 -10, HIF-2a inh -8 and iPSC survival up -0.6.
Screening CCC(=O)NC(=S)Nc1ccc(NC(=O)c2ccco2)cc1 returned CF NFkB block -4, Peg3 promoter -68, NR2E3 ag-1 -15, C8 TRAIL sens -4, TRPM1 prom inh -21, KKLEB cytotox 6, EBV LMP1 NFkB -7, NR2E3 ag-2 4, Shn3 inh set2 -28, HIF-2a inh -101 and iPSC survival up -2.2.
For CC(OC(=O)C1CC2CCCC(C1)C2=O)C(=O)Nc1cccc([N+](=O)[O-])c1 (configuration not stated) the results were CF NFkB block -5, Peg3 promoter 12, NR2E3 ag-1 -1, C8 TRAIL sens -19, TRPM1 prom inh 0, KKLEB cytotox 12, EBV LMP1 NFkB 5, Shn3 inh set2 3, HIF-2a inh 4 and iPSC survival up 0.4.
For COc1cccc(CN2CC(C(=O)N3CCCO3)CCC2=O)c1 (configuration not stated) the results were CF NFkB block -1, Peg3 promoter -11, NR2E3 ag-1 -32, C8 TRAIL sens 11, TRPM1 prom inh -6, KKLEB cytotox 1, EBV LMP1 NFkB 7, NR2E3 ag-2 1, Shn3 inh set2 3, HIF-2a inh -7 and iPSC survival up -0.6.
`CCN1C(=O)C(O)(CC(=O)c2c(C)coc2C)c2ccccc21` (configuration not stated) gave CF NFkB block -2, Peg3 promoter 16, NR2E3 ag-1 -20, C8 TRAIL sens -3, TRPM1 prom inh 0, KKLEB cytotox 0, EBV LMP1 NFkB 2, NR2E3 ag-2 0, Shn3 inh set2 -6, HIF-2a inh 11 and iPSC survival up -1.4.
For CCOC(=O)CC(=O)Nc1ccc(C(=O)OCC)cc1 the results were CF NFkB block 16, Peg3 promoter -20, NR2E3 ag-1 -1, C8 TRAIL sens 28, TRPM1 prom inh -8, KKLEB cytotox -3, EBV LMP1 NFkB -1, NR2E3 ag-2 0, Shn3 inh set2 -10, HIF-2a inh -17 and iPSC survival up -0.1.
For O=C(NCCN1CCCCC1)Nc1cccc(Cl)c1Cl the results were CF NFkB block 7, Peg3 promoter 10, NR2E3 ag-1 12, C8 TRAIL sens -5, TRPM1 prom inh 8, KKLEB cytotox 6, EBV LMP1 NFkB 5, Shn3 inh set2 16, HIF-2a inh 9 and iPSC survival up -0.1.
For CC1CCN(C(=O)c2ccc(NC(=O)C3CCCO3)cc2)CC1 (configuration not stated) the results were CF NFkB block -14, Peg3 promoter 6, NR2E3 ag-1 -22, C8 TRAIL sens -8, TRPM1 prom inh -2, KKLEB cytotox 5, EBV LMP1 NFkB 3, NR2E3 ag-2 1, Shn3 inh set2 -18, HIF-2a inh 16 and iPSC survival up -1.9.
`Clc1ccccc1C1=Nn2c(nnc2-c2ccco2)SC1` gave CF NFkB block 5, Peg3 promoter 22, NR2E3 ag-1 8, C8 TRAIL sens -12, KKLEB cytotox -6, NR2E3 ag-2 2, Shn3 inh set2 14, HIF-2a inh 20 and iPSC survival up 1.2.
Screening N#Cc1ccc(C(=O)NNC(=O)c2ccncc2)cc1 returned CF NFkB block -16, Peg3 promoter 18, NR2E3 ag-1 -37, C8 TRAIL sens 12, TRPM1 prom inh 0, KKLEB cytotox 3, EBV LMP1 NFkB 0, NR2E3 ag-2 -1, Shn3 inh set2 5, HIF-2a inh 20 and iPSC survival up -0.4.
`Cc1nc2ccc(NC(=O)N3CCSCC3)cc2s1` gave CF NFkB block 0, Peg3 promoter -21, NR2E3 ag-1 -28, C8 TRAIL sens 2, TRPM1 prom inh 2, KKLEB cytotox 0, EBV LMP1 NFkB -5, NR2E3 ag-2 0, Shn3 inh set2 -21, HIF-2a inh -59 and iPSC survival up -2.0.
CC(=NCc1cccc(Cl)c1)c1nc(-c2ccco2)oc1O was read as CF NFkB block -28, Peg3 promoter -34, NR2E3 ag-1 27, C8 TRAIL sens -7, TRPM1 prom inh 5, KKLEB cytotox 1, EBV LMP1 NFkB -4, NR2E3 ag-2 2, Shn3 inh set2 29, HIF-2a inh -112 and iPSC survival up 1.7.
`CCN1CCN(/C=N/c2nc3c(s2)CCCC3)CC1` gave CF NFkB block -1, Peg3 promoter 55*, NR2E3 ag-1 24, C8 TRAIL sens 20, TRPM1 prom inh inconclusive, KKLEB cytotox 4, EBV LMP1 NFkB 55*, NR2E3 ag-2 1, Shn3 inh set2 45, HIF-2a inh 20 and iPSC survival up -1.3.
CS(=O)(=O)N(CC(=O)N1CCc2ccccc2C1)Cc1ccc(Cl)cc1 was read as CF NFkB block 5, Peg3 promoter 8, NR2E3 ag-1 1, C8 TRAIL sens 31, TRPM1 prom inh 3, KKLEB cytotox 6, EBV LMP1 NFkB -8, NR2E3 ag-2 2, Shn3 inh set2 -11, HIF-2a inh -9 and iPSC survival up -0.5.
Screening COc1cc(-c2n[nH]c(=S)n2-c2cccc(C(F)(F)F)c2)cc(OC)c1OC returned CF NFkB block -6, Peg3 promoter 10, NR2E3 ag-1 6, C8 TRAIL sens -5, TRPM1 prom inh -3, KKLEB cytotox 2, EBV LMP1 NFkB 6, NR2E3 ag-2 -2, Shn3 inh set2 -18, HIF-2a inh 9 and iPSC survival up -0.3.
Screening CCCCc1nc(NCCN2CCOCC2)c(C#N)c2c1COC(C)(C)C2 returned CF NFkB block 3, Peg3 promoter 33, NR2E3 ag-1 2, C8 TRAIL sens 3, TRPM1 prom inh -2, KKLEB cytotox -12, EBV LMP1 NFkB 4, NR2E3 ag-2 -1, Shn3 inh set2 4, HIF-2a inh 14 and iPSC survival up 3.5.
CC(C)c1nnc(NC(=O)C2CCCN(C(=O)Nc3ccc(F)cc3)C2)s1 (configuration not stated) was read as CF NFkB block -11, Peg3 promoter 11, NR2E3 ag-1 -11, C8 TRAIL sens -18, TRPM1 prom inh 3, KKLEB cytotox 4, EBV LMP1 NFkB -2, NR2E3 ag-2 9, Shn3 inh set2 2, HIF-2a inh 11 and iPSC survival up 0.0.
For CCN(CC(=O)Nc1ccc(OC)cc1)C(=O)c1ccc2c(c1)NC(=O)CS2 the results were CF NFkB block -11, Peg3 promoter 3, NR2E3 ag-1 -2, C8 TRAIL sens -5, TRPM1 prom inh -16, KKLEB cytotox 8, EBV LMP1 NFkB -6, Shn3 inh set2 4, HIF-2a inh -11 and iPSC survival up 0.2.
CCN1C(=O)CSc2ccc(C(=O)NCc3ccccc3OC)cc21 was read as CF NFkB block 6, Peg3 promoter 5, NR2E3 ag-1 -11, C8 TRAIL sens 4, TRPM1 prom inh -7, KKLEB cytotox 3, EBV LMP1 NFkB 8, NR2E3 ag-2 -1, Shn3 inh set2 13, HIF-2a inh -8 and iPSC survival up 0.5.
`O=C(NCC1CCCO1)c1cn(Cc2ccccc2)nc1-c1ccc(Cl)cc1` (configuration not stated) gave CF NFkB block -4, Peg3 promoter 12, NR2E3 ag-1 12, C8 TRAIL sens 3, TRPM1 prom inh 21, KKLEB cytotox 6, EBV LMP1 NFkB -6, NR2E3 ag-2 1, Shn3 inh set2 -19, HIF-2a inh 18 and iPSC survival up 1.0.

Only part of the results is shown (hit frequency here may not be typical).
